Bioassay records from PubChem BioAssay.
EBI2 antag: EBI2 receptor antagonists, beta-arrestin recruitment, primary screen, cell-based, luminescence, 7a,25-OHC stimulation, uHTS | AID 651636, 2012 | inhibition, % at 5 µM | 7a,25-OHC stimulated | 360,000 tested, 0.81% active; in the data active = inhibition above about 38%;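 note: enzyme fragment complementation signal reports receptor beta-arrestin coupling in cells; 0% = agonist plus DMSO wells and 100% = wells without agonist; some results beyond the cut were filed as inactive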
SENP8 block: SENP8 protease inhibitors, primary screen, biochemical, luminescence; purified SENP8, Z-RLRGG-aminoluciferin cleavage; 330,000 tested, 1.2% active; inhibition, % at 10 µM; Sentrin-specific protease 8 (Homo sapiens), Q96LD8
Apaf-1 inh: inhibitors of human Apaf-1 apoptosome, primary screen, biochemical, DEVD-Rh110 fluorescence, uHTS; Apoptotic protease-activating factor 1 (Homo sapiens), O14727; reconstituted apoptosome caspase-3 activity; inhibition, % at 20 µM; 330,000 tested, 0.71% active; AID 489030, 2010; active = inhibition of at least 40% at 20 µM;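 note: plate controls were DMSO wells for no effect and DEVD-CHO caspase inhibitor wells for full effect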
Target sequence (O14727 whole entry, looked up): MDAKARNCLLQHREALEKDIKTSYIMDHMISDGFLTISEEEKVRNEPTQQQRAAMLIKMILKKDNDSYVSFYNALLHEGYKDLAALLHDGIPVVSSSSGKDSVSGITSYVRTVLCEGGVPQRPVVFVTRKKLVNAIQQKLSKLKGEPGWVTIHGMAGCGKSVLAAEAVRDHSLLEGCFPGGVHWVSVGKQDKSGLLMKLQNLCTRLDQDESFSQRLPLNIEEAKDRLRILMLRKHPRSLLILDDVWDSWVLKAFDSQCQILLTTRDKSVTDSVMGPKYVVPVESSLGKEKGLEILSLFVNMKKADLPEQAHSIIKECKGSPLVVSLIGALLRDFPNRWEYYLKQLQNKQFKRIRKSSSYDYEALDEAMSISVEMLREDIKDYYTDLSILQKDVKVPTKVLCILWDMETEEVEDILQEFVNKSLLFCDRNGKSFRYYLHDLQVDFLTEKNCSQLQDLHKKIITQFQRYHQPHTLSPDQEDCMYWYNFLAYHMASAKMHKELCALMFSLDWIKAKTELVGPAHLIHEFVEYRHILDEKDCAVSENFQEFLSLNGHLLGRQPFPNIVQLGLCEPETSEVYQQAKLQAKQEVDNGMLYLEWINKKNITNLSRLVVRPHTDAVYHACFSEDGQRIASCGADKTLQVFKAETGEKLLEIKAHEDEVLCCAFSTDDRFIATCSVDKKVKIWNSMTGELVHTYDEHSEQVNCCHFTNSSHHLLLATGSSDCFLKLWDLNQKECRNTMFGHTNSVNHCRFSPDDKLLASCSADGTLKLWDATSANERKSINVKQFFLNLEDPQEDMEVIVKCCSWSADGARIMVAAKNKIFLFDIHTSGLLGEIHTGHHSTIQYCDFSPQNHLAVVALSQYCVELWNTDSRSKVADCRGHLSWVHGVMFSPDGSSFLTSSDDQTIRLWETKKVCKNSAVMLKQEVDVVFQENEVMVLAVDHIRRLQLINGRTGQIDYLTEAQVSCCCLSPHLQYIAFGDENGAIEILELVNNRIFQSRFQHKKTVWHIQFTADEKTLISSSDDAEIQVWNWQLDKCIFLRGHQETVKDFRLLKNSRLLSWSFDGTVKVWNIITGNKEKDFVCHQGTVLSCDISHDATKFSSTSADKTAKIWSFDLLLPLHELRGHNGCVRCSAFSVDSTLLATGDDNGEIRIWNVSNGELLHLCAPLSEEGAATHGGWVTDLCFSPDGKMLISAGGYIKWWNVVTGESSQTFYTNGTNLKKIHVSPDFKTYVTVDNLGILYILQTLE
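Material: reconstituted apoptosome with Apaf-1, cytochrome c, caspase-9, procaspase-3, dATP / Buffer or medium: pH 7.5 Hepes buffer with CHAPS, BSA, DTT / Also added: cytochrome c with DEVD-Rh110 / Schedule: compound with Apaf-1, dATP, procaspase-3 30 min, then 50 min reaction, room temperature / Technique: rhodamine 110 fluorescence at Ex 480/Em 540 nm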
CCR6 antagonist: CCR6 receptor antagonists, primary screen, cell-based, CHO-K1, luminescence, beta-arrestin, uHTS; inhibition, % at 20 µM; 340,000 tested, 0.49% active; AID 493098, 2011; CHO-K1 CCR6 PathHunter beta-arrestin, CCL20-stimulated; C-C chemokine receptor type 6 (Homo sapiens), P51684;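 active = compounds whose inhibition of the agonist-driven luminescence signal at 20 µM reaches about 50%, limit read from the data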;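 note: cells stimulated with CCL20 at 14 nM final; plate controls were DMSO with CCL20 for no effect and DMSO without agonist for full effect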
UBC13 inh: UBC13 polyubiquitin chain formation inhibitors, primary screen, biochemical, TR-FRET, uHTS | 330,000 tested, 0.47% active | AID 485273, 2010 | inhibition, % at 20 µM | Ubiquitin-conjugating enzyme E2 N (Homo sapiens), P61088; in the data active = inhibition above about 45%, passing the limit was not always enough
Jurkat NFkB inh: inhibitors of induced NF-kB luciferase reporter, primary screen, TCR NF-kB activation inhibitor project, cell-based, luminescence, uHTS | Jurkat, PMA/ionomycin-induced NF-kB luciferase reporter | inhibition, % at 4 µM | 330,000 tested, 0.53% active | AID 435003, 2010
697 NFkB inh: inhibitors of PMA/ionomycin-induced NF-kB reporter, 697 cells, primary screen, B-cell NF-kB inhibitor project, cell-based, luminescence, uHTS; 697 B-cell NF-kB luciferase reporter, 16 h; inhibition, % at 4 µM; 330,000 tested, 0.33% active; AID 435022, 2010; in the data active = inhibition above about 35%
Gli-Sufu block: Gli-Sufu pathway antagonists, primary screen, luciferase luminescence, Sufu-KO-LIGHT cells, uHTS | Sufu-KO-LIGHT fibroblasts, Gli luciferase reporter luminescence | inhibition, % at 5 µM | 340,000 tested, 0.74% active | AID 588413, 2011;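 active = inhibition above about 55%, limit read from the data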;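 note: 0% = DMSO-treated cells and 100% = wells with medium but no cells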
An asterisk follows results filed as active; . = not tested or not shown; & = joins results of further samples. Cut-off read from the data, not from the text of the source, unless noted: active = inhibition above about 50%; inactive = the rest. An excerpt; the hit share may differ from the screen's.

The first 2 entries as a preview:
Each structure is followed by: EBI2 antag	SENP8 block	Apaf-1 inh	CCR6 antagonist	UBC13 inh	Jurkat NFkB inh	697 NFkB inh	Gli-Sufu block
COc1ccc(NC(=O)Cc2c(C)n(C(=O)c3ccc(Cl)cc3)c3ccc(OC)cc23)cc1
  30	4	2	10	3	9	-8	20
O=C(N[C@H](Cc1cc(=O)[nH]c2ccccc12)C(=O)O)c1ccc(Cl)cc1
  -14	-1	-2	0	2	-28	-20	-7

All compounds of this part, from the first entry:
Each structure is followed by: EBI2 antag	SENP8 block	Apaf-1 inh	CCR6 antagonist	UBC13 inh	Jurkat NFkB inh	697 NFkB inh	Gli-Sufu block
COc1ccc(NC(=O)Cc2c(C)n(C(=O)c3ccc(Cl)cc3)c3ccc(OC)cc23)cc1
  30	4	2	10	3	9	-8	20
O=C(N[C@H](Cc1cc(=O)[nH]c2ccccc12)C(=O)O)c1ccc(Cl)cc1
  -14	-1	-2	0	2	-28	-20	-7
COc1ccc(-n2nc(C(=O)NCC(=O)N3CCCC3)c3ccccc3c2=O)cc1
  -14	4	-4	5	6	7	-5	-11
NS(=O)(=O)c1ccc(CCNC(=O)C(=O)Nc2cc3c4c(c2)CC(=O)N4CCC3)cc1
  0	-1	-3	4	-8	4	2	-30
CC(C)c1cc(C(=O)OCC(=O)N2CCN(C(=O)c3ccco3)CC2)c(O)c(C(C)C)c1
  12	6	27	6	-1	15	-3	3
CCN(CC)CCOC(=O)c1ccc(NC(=O)c2cn(-c3ccccc3)nc2-c2cccs2)cc1
  16	-10	32	39	96*	-12	-42	-18
Cc1cccnc1NC(=O)Cn1c(=O)oc2ccccc21
  2	-2	18	-15	-11	11	-25	2
CCOc1ccc2nc(N3CCCC(C(=O)NC4CCCC4)C3)sc2c1 (stereo unspecified)
  1	3	14	10	-5	-9	-79	-42
CN(C)CCOc1ccc(-c2c(-c3ccccc3)sc3ccccc23)cc1
  -31	-24	77*	48	82*	-9	13	12
Cc1onc(-c2ccccc2)c1C(=O)NCC(O)c1ccccc1 (stereo unspecified)
  -5	-6	1	5	2	-5	-6	5
COc1ccc(NC(=O)c2ccccc2F)cc1Cl
  4	76*	10	0	4	-98	-84	9
Cc1ccc(S(=O)(=O)Nc2ccc(C(OC(=O)c3ccccc3[N+](=O)[O-])(C(F)(F)F)C(F)(F)F)cc2)cc1
  5	4	-10	1	-5	-7	-21	5
C=C(C)COc1ccc(-c2ncncc2-c2ccc(Br)cc2)c(O)c1
  -5	6	22	10	7	8	-3	0
CN1CCN(CC(=O)Nc2sc3c(c2C(=O)Nc2ccccc2)CCCC3)CC1
  -5	0	16	19	14	8	-4	9
CC(C)(O)c1ccc2c(c1)CCC1C(C)(C(=O)O)CCCC21C (stereo unspecified)
  0	-9	-9	5	-8	2	10	0

(list continues)
Each structure is followed by: EBI2 antag	SENP8 block	Apaf-1 inh	CCR6 antagonist	UBC13 inh	Jurkat NFkB inh	697 NFkB inh	Gli-Sufu block
O=C1c2ccccc2CN1C(CO)c1ccccc1 (stereo unspecified)
  -6	3	3	4	7	15	7	1
COC(=O)c1ccc(C2c3[nH]c4ccccc4c3C[C@H]3C(=O)N(C4CCN(Cc5ccccc5)CC4)CC(=O)N23)cc1 (stereo partly specified)
  24	2	24	5	7	-21	7	1
O=C(Nc1ccc(F)cc1)C1CCN(C(=O)NCc2ccccc2)CC1
  9	-4	-3	13	-8	-15	9	20
COc1ccc(/C=C2\N=C(C)OC2=O)cc1[N+](=O)[O-]
  2	-2	-5	24	7	7	4	-11
Cc1cccc2c(C(=O)O)cc(-c3cccnc3)nc12
  1	-2	1	3	-3	8	11	2
COc1ccc(CC(C(=O)Nc2cccc(F)c2)c2nn[nH]n2)c(OC)c1 (stereo unspecified)
  -3	-1	-3	-3	5	-29	-10	-4
CCCCC(=O)Nc1cc(OCC)c(NC(=S)NC)cc1OCC
  3	-15	-6	8	-12	-2	12	2
CCc1c(OC(C)=O)c2ccccc2n(C)c1=O
  -5	3	7	9	4	-4	6	0
Cc1cccc(C)c1NC(=S)NCCCN1CCCC1=O
  -2	-5	-1	14	4	5	-3	-1
CNCCNC[C@H](Cc1cccc2ccccc12)NCCc1ccccc1
  -8	3	30	9	22	20	19	20
O=C(NC1CC2CCC(C1)N2C(=O)NCc1ccccc1)NC12CC3CC(CC(C3)C1)C2 (stereo unspecified)
  -1	-4	5	-3	-2	5	1	-14
CC(C)CN(C(=O)c1nn(C)c(=O)c2ccccc12)c1nc2ccccc2s1
  26	-5	16	4	2	-21	-22	-3
Cc1ccc(S(=O)(=O)N(C(=O)c2ccncc2)c2ccc(OC(=O)c3ccncc3)c3ccccc23)cc1
  -11	7	2	19	1	20	13	14
CCOc1cc(C(=S)N2CCOCC2)ccc1OS(=O)(=O)c1ccccc1
  -30	3	1	3	-8	-4	-8	7
O=C(COC(=O)c1ccc2ccccc2n1)Nc1ccccc1F
  -5	0	-12	5	6	15	10	2

Next records.
Each structure is followed by: EBI2 antag	SENP8 block	Apaf-1 inh	CCR6 antagonist	UBC13 inh	Jurkat NFkB inh	697 NFkB inh	Gli-Sufu block
CCCCn1c(C(C)O)nc2ccccc21 (stereo unspecified)
  3	-2	-7	-8	5	-3	1	9
CC(=O)Nc1ccc(NC(=O)C2(C)CC2(Cl)Cl)cc1 (stereo unspecified)
  -2	0	-21	7	3	8	3	1
CC(OC(=O)Cc1c(F)cccc1Cl)C(=O)NC1(C#N)CCCCC1 (stereo unspecified)
  -5	1	4	-5	-6	2	13	-1
Cc1ccc(C(=O)Nc2nnc(-c3cccs3)s2)cc1C
  -8	-4	3	-15	15	-72	-46	24
O=C(O)CCc1ccc(-c2ccc(F)cc2)n1CC1CCCO1 (stereo unspecified)
  2	1	-5	-18	9	-2	11	8
Cc1c(C(=O)Nc2nnc(SCc3ccccc3Cl)s2)cccc1[N+](=O)[O-]
  -2	-3	-7	15	-11	-7	-16	15
COc1ccc(-c2nc3ccccn3c2NC2CCCCC2)cc1SC1CCCCC1
  -9	-5	30	22	26	-13	-42	12
CSc1ccccc1NC(=O)C1CC(c2ccccc2Cl)=NO1 (stereo unspecified)
  12	-2	2	-2	0	-8	-6	-5
O=C(Nc1ccc(C(F)(F)F)cc1-c1ccccc1)c1ccccc1
  1	-2	-3	8	0	21	-45	6
O=C(Cn1cc(C(F)(F)F)cc(Cl)c1=O)NCC1COc2ccccc2O1 (stereo unspecified)
  -11	6	-7	8	0	1	14	1
Clc1ccc(-c2nnc3n2CCCCS3)cc1
  -7	-3	-3	11	4	6	-11	0
Cc1cccc2cc(/C=N/NC(=O)CN3CCCCC3)c(Cl)nc12
  .	3	3	.	-4	-15	0	.
COc1ccc(CC(=O)NNC(=O)c2ccc(Br)o2)cc1
  8	5	9	-11	0	-14	11	-16
Cc1nnsc1C(=O)NC(=O)Nc1ccc(F)c(Cl)c1
  -4	78*	-12	1	4	7	9	5
CCN1CCN(C(=O)c2sc3nc(C)nc(N4CCC(C)CC4)c3c2C)CC1
  0	-4	5	30	-7	-9	-10	5

Going on with the list.
Each structure is followed by: EBI2 antag	SENP8 block	Apaf-1 inh	CCR6 antagonist	UBC13 inh	Jurkat NFkB inh	697 NFkB inh	Gli-Sufu block
O=C(NCCc1ccccc1)C1CCCN1S(=O)(=O)c1ccccc1 (stereo unspecified)
  -1	1	0	4	6	-4	7	3
CC(=O)N1CCN(c2ccc(NC(=O)/C=C/c3ccccc3)cc2)CC1
  3	-4	-13	4	-12	-2	4	16
O=C(NCc1ccccc1Cl)c1cc(=O)[nH]c2ccccc12
  0	-2	11	15	1	-8	8	-55
CC(CCC(C)C(C)(C)C)[C@@H]1CC[C@H]2C3C[C@H](OS(O)(=S)=S)[C@H]4C[C@H](OS(O)(=S)=S)[C@@H](OS(O)(=S)=S)C[C@]4(C)[C@H]3CC[C@]12C (stereo partly specified) (tested in a mixture with another compound)
  -12	54*	87*	57*	-25&-39	-6&0	13&20	4
O=C(CSc1nnc(-c2cccc(F)c2)o1)NC1CCCC1
  3	-10	-4	14	0	-16	6	-27
COc1cccc(CC(=O)Nc2ccccc2N2CCCC2)c1
  2	6	29	23	14	10	2	9
CCN(CC(=O)Nc1cc(S(=O)(=O)N2CCCCC2)ccc1Cl)Cc1ccccc1
  25	-8	20	16	-2	-7	0	36
Cc1ccc2c(c1)N(CC(=O)NCCCN1CCOCC1)C(=O)C(C(C)C)O2 (stereo unspecified)
  3	6	5	-4	-4	-6	-22	2
CCOCCn1ccc2c(OCC(=O)Nc3ccc(OC)c(OC)c3)cccc2c1=O
  -4	1	1	-3	-9	19	-23	43
CC[C@]12c3[nH]c4ccc(Cl)cc4c3CCN1C(=O)[C@@H](CC(=O)NCc1ccco1)C[C@@H]2C(=O)N1CCN(C(=O)C2CC2)CC1
  -4	.	20	9	.	.	-13	-12
Cc1oc(C(=O)Nc2ccc(O)cc2)cc1COc1ccccc1
  -3	-2	-1	-10	-2	-3	-12	13
COc1ccc(Br)cc1S(=O)(=O)NCCCN1CCOCC1
  -11	1	-11	-16	0	10	4	-5
COc1ccc2c(c1)C(C)=CC(C)(C)N2C(=O)Nc1ccccc1
  -12	1	11	1	4	6	8	6
Cn1ncc(Br)c1NC(=O)CSc1ccc(Cl)cc1
  -4	1	-3	2	4	20	3	-8
CC(=O)Nc1ccc(S(=O)(=O)NC2(C(F)(F)F)C(=O)NC(C)=C2C#N)cc1 (stereo unspecified)
  0	1	12	-6	2	-4	-2	1

(continued)
Each structure is followed by: EBI2 antag	SENP8 block	Apaf-1 inh	CCR6 antagonist	UBC13 inh	Jurkat NFkB inh	697 NFkB inh	Gli-Sufu block
COc1ccc(C)cc1N(CC(=O)NCCN1CCOCC1)S(=O)(=O)c1ccccc1
  -10	4	3	-3	-8	11	3	-4
CC(C)[C@H](NC(=O)NCCc1ccccc1)C(=O)O
  0	-5	-5	0	3	-6	-6	5
COc1ccccc1CC(=O)Nc1ccc(S(=O)(=O)N(C)C2CCN(C)CC2)cc1
  -4	-3	-4	10	7	-11	5	3
CCOC(=O)C1=CNS(=O)(=O)NC1CCc1ccccc1 (stereo unspecified)
  -3	.	10	16	.	.	-13	1
O=C(/C=C/c1ccc(Cl)cc1Cl)N(Cc1ccccc1)C1CCS(=O)(=O)C1 (stereo unspecified)
  8	1	12	-5	3	-5	21	7
O=C(Nc1cnccn1)c1cccs1
  -2	-8	-7	1	-13	-2	6	-1
O=C(O)CCCCCNCc1c(Cl)cccc1Cl
  -4	0	-20	4	-1	3	16	-4
CC(C)OCc1c(C(=O)OC/C(O)=C(\C#N)c2nc3ccccc3[nH]2)oc2ccccc12
  -1	-2	-4	19	-19	1	11	-3
CC(CNC(=O)COc1ccccc1)OC(=O)Nc1ccc(Cl)c(Cl)c1 (stereo unspecified)
  9	-6	14	27	3	-8	-4	-10
COC(=O)C1=C(C)N(C)C(C)=C(C(=O)OC)C1c1ccc(F)c(Br)c1
  23	3	14	17	-16	-8	-7	10
Cn1c(SCc2cccc(C(F)(F)F)c2)nnc1-c1ccco1
  2	-8	2	2	-11	-12	-2	-13
NC(=O)c1ccccc1NC(=O)C(c1ccccc1)c1ccccc1
  -2	-10	7	0	2	-13	9	0
COc1cccc(CNC(=O)Cc2ccc(S(=O)(=O)N3CCOCC3)s2)c1
  -5	-3	-5	15	-3	4	-22	-11
Cc1cccc(N2CCN(C(=O)Cn3cccc3)CC2)c1C
  0	-5	1	14	4	-2	-15	6
CC1CCN(S(=O)(=O)c2ccc3c(ccn3CCC(=O)N3CCCCC3)c2)CC1
  -11	8	10	6	4	8	10	38
CC(C)CN1C(=O)C(=O)N(CC(=O)N(C)CC(=O)Nc2ccc(F)cc2)C1=O
  -11	1	-5	15	8	-1	10	-5
